# From PubChem BioAssay
# Pf apPOL block: Pf-apPOL DNA polymerase inhibition; Recombinant Pf-apPOL, molecular beacon fluorescence, 1.5 h; inhibition, % at 10 µM; hit rate 0.25% among 210,000; AID 1794808
# mHTT CaM bind: inhibitors of human mutant huntingtin-calmodulin interaction; AlphaScreen His-mHTT/GST-CaM binding, luminescence; AID 1671202; inhibition, % at 15 µM; hit rate 3.6% among 190,000;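 also: 0% = both proteins with DMSO and 100% = one protein alone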
# Starred values were filed as active, the others as inactive; nt = not tested or not shown; & = joins results of further samples. Rule as the data show it: active = inhibition above about 50%; inactive = the rest.
# Each structure is followed by: Pf apPOL block, mHTT CaM bind
CCOC(=O)C1CCN(C(=O)c2nc(-c3cccc(F)c3)n3c2CCCCC3)CC1
    0, 15
Cc1nccn1S(=O)(=O)c1ccc(Cl)c([N+](=O)[O-])c1
    5, 4
Cc1nn(Cc2nnn(CC(=O)NN=Cc3ccc(Cl)cc3)n2)c(C)c1Br
    -3, nt
COCCCNC(=O)CC1CCN(C(=O)c2cc(OC)c(OC)c(OC)c2)CC1
    -5, -8
COc1ccc(OC)c(/C=C(\C#N)c2[nH]nc(N)c2C#N)c1
    -64, 61*
COc1ccc(N2CCN(CC(O)COc3ccc(C(C)(C)C)cc3)CC2)cc1 (stereo not drawn)
    1, 14
CSc1ccc2c(c1)N(CCC1CCCCN1C)c1ccccc1S2 (stereo not drawn)
    0, nt
COc1ccc(C(C)=O)cc1Cc1c(O)nc(SC)[nH]c1=O
    -4, 0
Cc1oc(N=Cc2cn(Cc3ccccc3)c3ccccc23)c(C#N)c1C
    -3, 6
Cn1nc(-c2nc(Cc3ccccc3)no2)c2c1CCN(C(=O)NC1CCCCC1)C2
    -3, 13
CCOc1ccc(NS(=O)(=O)c2cc(Br)cc3c2N(C(C)=O)C(C)C3)cc1 (stereo not drawn)
    6, 27
COc1cccc(NC(=O)NCc2nnnn2-c2ccc(Cl)cc2)c1OC
    -7, 4
CC(C)C[C@@H](CSc1ccccc1)N1CCN(C)CCC1=O
    0, 6
Cc1cccc(C2CCCN2C(=O)c2cnn3c(C(F)F)cc(C4CC4)nc23)c1 (stereo not drawn)
    1, 4
CC1CCc2cc(F)ccc2N1C(=O)Nc1ccccc1Cl (stereo not drawn)
    -2, -30
O=C(NCCc1csc(C2CCCN(C(=O)c3cc4ccccc4[nH]3)C2)n1)C1CC1 (stereo not drawn)
    -3, 13
COc1ccc(CC(=O)Nc2sc(Cc3ccccc3)c(C)c2C(N)=O)cc1
    -1, 10
CCc1cc(N2CCCCCCCC2)n2ncnc2n1
    1, 3
O=CN1CCN(Cc2cccc(Br)c2)CC1
    4, -2
O=C(NCCc1csc(C2CCN(C(=O)c3ccc(F)cc3)CC2)n1)C1CCC1
    -2, 2
CCCSc1nc2ccccc2n1C(C)=O
    -46, -2
CCOc1ccccc1CNC(=O)C1CCN(c2nccc(C)n2)CC1
    0, -14
CCC(=O)Nc1ccc(-c2nc3cc(C)ccc3o2)cc1
    -7, 2
CCOc1ccc(-n2nnnc2CNC(=O)CCCN2C(=O)c3ccccc3C2=O)cc1
    5, -1
O=C(CSc1nnc(CNC(=O)c2c(F)cccc2Cl)o1)Nc1ccccc1F
    -6, -8
COc1ccc(C2CC(=O)C3=C(C2)Nc2ccccc2N(C(C)=O)C3c2cccnc2)cc1 (stereo not drawn)
    -3, 4
COc1ccc(-n2ncc3c(NC4CC4)ncnc32)cc1
    -3, -14
Cc1ccccc1C(=O)N1CC=C(C(=O)NC(C)C)CC1
    -2, 6
CCOc1ccc(/C=C2/SC(N3CC(C)OC(C)C3)=NC2=O)cc1OCC (stereo not drawn)
    8, 3
O=C(Nc1ccccc1)C(=O)NC1CCCC1
    -85, 1

# Reformatted with bars between the fields: part of the list above.
Structure | Pf apPOL block | mHTT CaM bind
Cc1nccn1S(=O)(=O)c1ccc(Cl)c([N+](=O)[O-])c1 | 5 | 4
Cc1nn(Cc2nnn(CC(=O)NN=Cc3ccc(Cl)cc3)n2)c(C)c1Br | -3 | nt
COCCCNC(=O)CC1CCN(C(=O)c2cc(OC)c(OC)c(OC)c2)CC1 | -5 | -8
COc1ccc(OC)c(/C=C(\C#N)c2[nH]nc(N)c2C#N)c1 | -64 | 61*
COc1ccc(N2CCN(CC(O)COc3ccc(C(C)(C)C)cc3)CC2)cc1 (stereo not drawn) | 1 | 14

# Remaining list, next part:
# Each structure is followed by: Pf apPOL block, mHTT CaM bind
Cc1cccc(N(CC(=O)Nc2ccc(I)cc2)S(C)(=O)=O)c1C
    -51, -3
CCN(CC)c1ccc2cc(C(=O)c3cc4ccc(N(CC)CC)cc4oc3=O)c(=O)oc2c1
    -63, nt
COc1ccccc1CCC(=O)N1CCCCC1c1nc(C2CC2)no1 (stereo not drawn)
    2, -11
O=C(O)c1ccc2c(c1)NC(=O)C(N1CCN(c3ccc(Cl)cc3)CC1)S2 (stereo not drawn)
    49, 7
COc1ccc(NC(=O)c2cn3c(n2)COCC3)c(C)c1
    -5, 9
CCOc1ccc(C=Nc2ccc3nc(C)sc3c2)cc1
    1, 0
O=c1[nH]c2ccc(S(=O)(=O)Nc3ccccc3Br)cc2[nH]c1=O
    -1, -2
COc1ccccc1CCC(=O)N1CC(C)C(c2nc(-c3cccnc3)no2)C1 (stereo not drawn)
    4, 9
CCC(Sc1nnc2c3ccccc3n(C(C)C)c2n1)C(=O)Nc1nnc(C)s1 (stereo not drawn)
    0, 1
O=C(CCn1c(=O)[nH]c2ccsc2c1=O)NCc1ccccc1Cl
    2, 2
Cc1ccc2c(c1)NC(=O)C(C(=O)Nc1ccc(C)c(C)c1)O2 (stereo not drawn)
    -3, -4
Clc1cccc(Cl)c1CSc1ccnc(SCc2c(Cl)cccc2Cl)n1
    -18, nt
O=S(=O)(c1ccc(Br)cc1)N1CCCCCC1
    nt, -35
O=C(NCc1ccco1)NC1(c2nc(-c3ccncc3)no2)CCCCC1
    1, -3
CCOc1c(OC)cccc1C1CC(=O)Nc2n[nH]c(C)c21 (stereo not drawn)
    -6, 1
Cc1cccc(OCc2nnc(SCC(=O)Nc3nc(-c4ccccc4)c(C)s3)o2)c1
    -8, -3
COc1cc(/C=C2\C(=O)Nc3ccc(Br)cc32)cc(Cl)c1O
    -38, 100*
O=C(Nc1ccccc1Br)N1CCc2nc(-c3ccccc3)ncc2C1
    1, -5
CC(=O)N1N=C(c2ccc(Br)cc2)CC1c1ccc(Br)cc1 (stereo not drawn)
    -10, 4
N=c1c(S(=O)(=O)c2ccccc2)cc2c(=O)n3ccccc3nc2n1CCCN1CCOCC1
    1, 6
CC(C)CN(C)C(=O)c1ccc(-c2ccc3c(c2)OCCO3)s1
    -5, -23
O=C(NCCCN1CCOCC1)C1CCN(CC2CCCCC2)CC1
    -3, 3
Cc1ccc(NC(=O)CSc2nnnn2-c2ccc(C(N)=O)cc2)cc1C
    -10, 6
O=C1C2CC=CCC2C(=O)N1c1ccc(NCc2ccc(Cl)cc2)c([N+](=O)[O-])c1 (stereo not drawn)
    -24, 18
O=C(CSc1nc2ccccc2o1)NCCOC12CC3CC(CC(C3)C1)C2
    -2, -2
COc1cc(NC(=O)c2cn(-c3ccc(C)c(C)c3)c(=O)c3ccccc23)cc(OC)c1OC
    -5, -7
O=C(O)CCC(=O)Nc1ccc(OC(F)F)cc1
    -4, 0
Cc1c(NC(=O)C2CCCCC2)cccc1[N+](=O)[O-]
    0, nt
O=c1c2c(nc3cc[nH]n13)CCN(S(=O)(=O)c1cc(F)cc(F)c1)C2
    -3, -2
CC(C)CN1CCC(=O)N([C@H](CN=[N+]=[N-])Cc2ccccc2)CC1
    -1, -3

# Next results:
# Each structure is followed by: Pf apPOL block, mHTT CaM bind
CCc1onc(C)c1C1CCCN1Cc1ccc(OC)cc1O (stereo not drawn)
    -2, -2
CCOc1ccc(/C=C2\N=C(c3cc(Cl)ccc3Cl)OC2=O)cc1
    -1, 2
COCCN1CCC(N2CCCN(C(=O)c3ccc(Cl)s3)CC2)C1=O (stereo not drawn)
    3, 13
CCOc1ccc(OCCOCCn2ccnc2)cc1
    0, -2
O=C(Nc1ccccc1F)N1CCC(CCOc2cccnc2)CC1
    -3, -1
Cc1ccc(N2CC(=O)SC23CCCCC3)cc1
    -6, 4
CCOC(=O)c1ccc(Oc2c(C(F)(F)F)oc3c(CN4CCCC4)c(O)ccc3c2=O)cc1
    -1, 11
COc1cccc(NC(=O)C23CCC(C)(C(=O)C2)C3(C)C)c1 (stereo not drawn)
    -4, 0
Cn1c(=O)cc(-c2ccccc2)c2cc(Cl)ccc21
    -4, 30
CCOc1ccc(C(=O)Nc2ccc(OC)c(OC)c2)cc1
    -1, 1
CCOc1ccc2c(c1)OC(=Cc1cc(Br)cc3c1OCOC3)C2=O
    -10, 24
CCCS(=O)(=O)C(C#N)=CNc1ccccn1
    -8, nt
COc1ccc([C@@H]2C[C@H](c3ccccc3)Oc3cc(OC)ccc32)cc1
    -2, -9
COc1ccccc1N1CCN(C(=O)C2CCCC2)C(C)C1=O (stereo not drawn)
    1, 1
O=C1C(=O)N(CN2CCN(C(c3ccccc3)c3ccccc3)CC2)c2ccccc21
    5, 0
COc1ccc(-c2coc3c(CN4CCN(C)CC4)c(O)ccc3c2=O)cc1
    -5, 4
O=C(O)c1nccnc1C(=O)NC(c1ccccc1)c1ccccc1
    -1, nt
COc1ccc(OC)c(NC(=O)C2CC(=O)N(CCc3c[nH]c4ccc(F)cc34)C2)c1 (stereo not drawn)
    -3, 28
CC(C)c1n[nH]c(C2CCCN2C(=O)NCc2cccc(F)c2)n1 (stereo not drawn)
    3, -8
O=C1c2oc3ccc(Cl)cc3c(=O)c2C(c2ccco2)N1CCN1CCOCC1 (stereo not drawn)
    -2, 22
CCCNc1cc(N2CCCC(CCC(=O)Nc3ccc4c(c3)OCCO4)C2)ncn1 (stereo not drawn)
    -2, 62*
CSc1ccc(/C=C2\N=C(c3cccc(C)c3)OC2=O)cc1
    1, 2
Cc1c(Cl)ccc(S(=O)(=O)NCCOC23CC4CC(CC(C4)C2)C3)c1Cl
    3, 14
CCOC(=O)N1CCC(NC(=O)C2CCN(c3nc4nc[nH]c(=O)c4s3)CC2)CC1
    -15, -1
Cc1noc(COC2CCCN(S(=O)(=O)c3cccc(F)c3)C2)n1 (stereo not drawn)
    0, -12
O=[N+]([O-])c1ccc(C2=Nc3ccc(Cl)cc3ON2)cc1
    -3, 13
O=C1c2ccc(Br)cc2C(=O)N1CN(C(=O)C(F)(F)F)c1ccccc1
    -2, 15
CS(=O)(=O)N(CC(=O)NCCSc1ccccc1)c1cc(C(F)(F)F)ccc1Cl
    -9, 4
Clc1ccc(CNCc2cccnc2)cc1
    -3, -9
CCCCN1CCN(C(=O)C2CCN(c3cnn(C)c(=O)c3)CC2)CC1
    -6, -22

# (further entries)
# Each structure is followed by: Pf apPOL block, mHTT CaM bind
Cc1onc(-c2ccccc2)c1C(=O)NC1=NCCS1
    0, -2
Cn1c(=O)c2c(nc(OCc3ccccc3Cl)n2Cc2ccc(Cl)cc2)n(C)c1=O
    2&0, nt
Cc1ccc2c(Nc3ccccc3Cl)c(-c3nc(C)no3)cnc2n1
    -1, 23
CCOC(=O)C1CCc2sc(NC(=O)Cc3sc(C)nc3C)nc21 (stereo not drawn)
    2, 0
CCCCN(C)C(=O)c1ccc(-c2ccc(F)cc2)s1
    -1, -38
Cc1cccc(C(=O)N2CCN(C(=O)c3nnn4c3COC(c3ccc(F)cc3)C4)CC2)c1 (stereo not drawn)
    -3, 2
COc1cc(C=C2Oc3c(ccc(OC(=O)c4ccco4)c3C)C2=O)cc(OC)c1OC
    0, 3
O=C(OCCCCCOc1ccc(Cl)cc1)c1ccco1
    -5, nt
Cc1cc(C)n2nc(SCC(=O)NCCN(C)C)nc2n1
    -12, 16
O=C(CCS(=O)(=O)c1ccccc1)NCC1CCN(C(=O)Nc2ccc(F)cc2)CC1
    -1, -10
COc1ccc(S(=O)(=O)Nc2c(C)n(C)n(-c3ccccc3)c2=O)cc1
    -1, -6
CC(NC(=O)C(=O)NCC1CCN(C(=O)NC(C)(C)C)CC1)c1ccccc1 (stereo not drawn)
    8, 4
CC(O)CNc1ccc(C(F)(F)F)cc1[N+](=O)[O-] (stereo not drawn)
    -7, 4
O=C(CNS(=O)(=O)c1ccc(Br)s1)N1CCN(c2cccc(Cl)c2)CC1
    2, 3
O=C(Nc1ccccc1NC(=O)c1cc2ccccc2oc1=O)c1ccc(C(F)(F)F)cc1
    -2, -8
O=C(NCc1ccco1)c1cc2n(n1)CCCN(Cc1ccc(Cl)cc1)C2=O
    11, 8
CCOC(=O)c1cnc(Nc2nc(C(C)(C)C)cs2)nc1C
    -15, nt
O=C(O)CCCc1c[nH]c2ccccc12
    -2&-2&-4, -2&-6&0
CCC(C)N1C(=O)C(C)NC12CCN(S(=O)(=O)c1ccc(F)cc1)CC2 (stereo not drawn)
    -1, 3
Cc1cccc(CN2CCN(C3CCN(C(=O)Nc4cc(C)cc(C)c4)CC3)C2=O)c1
    -4, 4
CN(CCCNC(=O)c1cc(-c2cccnc2)nc2ccccc12)C1CCCCC1
    -12, -16
O=S(=O)(Nc1ccccc1)c1cccc(S(=O)(=O)c2ccc(Br)cc2)c1
    -4, -3

# Fetched by structure from the entries so far (5):
# Each structure is followed by: Pf apPOL block, mHTT CaM bind
Cc1cc(C)n2nc(SCC(=O)NCCN(C)C)nc2n1
    -12, 16
O=C(OCCCCCOc1ccc(Cl)cc1)c1ccco1
    -5, nt
O=S(=O)(Nc1ccccc1)c1cccc(S(=O)(=O)c2ccc(Br)cc2)c1
    -4, -3
O=C(CCS(=O)(=O)c1ccccc1)NCC1CCN(C(=O)Nc2ccc(F)cc2)CC1
    -1, -10
CCOC(=O)c1cnc(Nc2nc(C(C)(C)C)cs2)nc1C
    -15, nt
